IMPase Li inh – membrane-permeable IMPase blocker, potentiated with lithium | CHO-M1 cells, IP1 TR-FRET (IP-One), carbachol + lithium | Potency, µM (top dose mostly 59.4 µM), for the others: top-dose activity, negative = IMPase inhibition, hits mostly inhibitors | 210,000 compounds, 0.35% hits;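 note: IP1 builds up when IMPase is blocked and the TR-FRET signal falls; plate controls were basal vehicle for no effect and high inhibitor control for full effect; nearly all actives have a fitted effect of over 50% in size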
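CHO-M1, 2000 cells/well, 16–30 h culture; cpd + low Li+, 30 min 37C; lysis with d2-IP1/Eu-anti-IP1 Ab, 10 min RT; TR-FRET 665/620 ratio and 620 channel; AC50 via Hill.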
RECQ1 helicase – RECQ1 (human) helicase inhibition; P46063; RECQ1 DNA unwinding, red fluorescence kinetic read; Potency, µM (titrated, usually from 57.3 µM), for the others: top-dose activity, negative = inhibition, hits mostly inhibitors; 240,000 compounds, 0.54% hits; AID 2549;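 note: plate controls were vehicle for no effect and no enzyme for full effect; nearly all actives have a fitted effect of over 30% in size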
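RECQ1T1 50 nM; forked duplex (20 bp + 30-nt ss tails) 200 nM, ATP 2 mM final; pH 8.0, 2 mM MgCl2, 2.5 ug/ml poly(dI-dC); 15 min compound preincubation; discontinuous kinetic read over 2 h at RT.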
SMN2 splice up – enhancers of SMN2 splice variant expression. HEK293 SMN2-luciferase splicing reporter, luminescence, 30-36 h. 210,000 compounds, 2.8% hits. Potency, µM (doses to about 46.1 µM), without a hit: at the top dose activity change, positive = activation, actives largely listed as activators; note: % of control where 0% means no effect; nearly all actives have a fitted effect of over 55% in size
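qHTS luciferase splicing reporter: luminescence rises when SMN2 exon 7 is included in transfected HEK293 cells. Compound exposure lasted 30-36 h at 37C, with 4.5 mM final sodium butyrate as control, followed by a ONE-Glo read.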
JMJD2E inh – JMJD2E (human) inhibition; Potency, µM (titrated, usually from 57.1 µM), for inactives: at the top dose activity change, negative = inhibition, hits mostly inhibitors; B2RXH2; JMJD2E catalytic domain, FDH-coupled NADH fluorescence (FDH is formaldehyde dehydrogenase); AID 2147; 230,000 compounds, 1.6% hits; active = well fitted inhibition curve with a large enough effect, not every such curve was filed as active; inconclusive = small, poorly fitted or top-dose-only effect, or another doubt; inactive = no such curve, though single readings can be large or run the other way;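 note: 0% = wells with enzyme and -100% = buffer wells without enzyme; nearly all actives have a fitted effect of over 50% in size; many of its hits are not listed in these tables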
Target sequence (B2RXH2 1-337 limits assumed): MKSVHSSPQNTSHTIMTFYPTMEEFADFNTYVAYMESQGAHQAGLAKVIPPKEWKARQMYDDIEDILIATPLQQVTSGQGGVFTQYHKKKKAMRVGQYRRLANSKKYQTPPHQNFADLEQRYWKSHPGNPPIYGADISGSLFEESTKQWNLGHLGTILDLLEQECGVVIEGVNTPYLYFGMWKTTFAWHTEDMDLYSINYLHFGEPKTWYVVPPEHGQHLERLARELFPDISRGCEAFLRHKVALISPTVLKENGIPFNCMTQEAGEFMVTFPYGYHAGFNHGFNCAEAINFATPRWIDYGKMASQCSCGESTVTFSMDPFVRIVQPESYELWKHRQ
Luc counter – counter-screen: inhibitors of Kinase-Glo firefly luciferase; Q27757; Kinase-Glo luciferase, ATP luminescence, 8 min; Potency, µM (top dose mostly 38.3 µM), for the others: at the highest dose activity change, negative = inhibition, hits mostly inhibitors; 200,000 compounds, 0.28% hits; AID 1379; note: % is set by controls: 0 for no effect and ±100 for the full control effect; nearly all actives have a fitted effect of over 60% in size
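Compound is pinned into ATP-containing buffer (10 uM ATP, imidazole pH 7.2, 7 mM MgCl2). Kinase-Glo luciferase reagent is then added. Light output is recorded following an 8-min room-temperature incubation.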
Epigenetic derep – regulators of epigenetic silencing causing reporter derepression in mouse cells; murine LDR cells, GFP reporter derepression, 30 h; Potency, µM (series often up to 53.9 µM), without a hit: top-dose GFP activation, hits mostly activators; 280,000 compounds, 0.2% hits; AID 1865; note: % of control where 0% means no effect; nearly all actives have a fitted effect of over 60% in size
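Derepression of a silenced CMV-GFP reporter in murine LDR cells is scored by enumerating GFP-positive cells with a laser-scanning microplate cytometer after 30 hours of treatment at 37 C.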
RGS12 GoLoco inh – inhibitors of human Gai1-RGS12 GoLoco interaction (red fluorophore); 230,000 compounds, 0.44% hits; Potency, µM (highest dose often 61.6 µM), for the others: at the top dose activity, negative = inhibition, usual class: inhibitors; AID 880; Gai1:RGS12 GoLoco peptide FP, rhodamine, 10 min; active = well fitted inhibition curve with a large enough effect, not every such curve was filed as active; inactive = no such curve, though single readings can be large or run the other way; note: % is set by controls: 0 for no effect and ±100 for the full control effect; nearly all actives have a fitted effect of over 30% in size; many of its hits are not listed in these tables
Target sequence (P63096 whole entry, looked up): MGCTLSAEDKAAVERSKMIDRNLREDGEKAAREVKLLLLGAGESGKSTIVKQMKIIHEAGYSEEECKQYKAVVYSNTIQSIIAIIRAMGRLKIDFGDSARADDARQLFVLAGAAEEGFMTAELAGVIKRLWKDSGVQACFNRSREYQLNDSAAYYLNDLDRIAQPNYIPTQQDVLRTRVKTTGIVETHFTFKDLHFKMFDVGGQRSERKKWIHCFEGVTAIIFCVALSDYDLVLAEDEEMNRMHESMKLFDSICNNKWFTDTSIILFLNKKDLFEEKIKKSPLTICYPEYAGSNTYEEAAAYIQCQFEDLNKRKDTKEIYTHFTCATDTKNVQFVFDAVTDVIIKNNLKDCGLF
NPSR antag – blocks cAMP signaling of the human neuropeptide S receptor; Q6W5P4; CHO-NPSR cells, cAMP TR-FRET, antagonist mode; Potency, µM (top dose mostly 38.3 µM), for inactives: at the highest dose activity change, negative = inhibition, usual class: inhibitors; 220,000 compounds, 1% hits; AID 1461; note: % is set by controls: 0 for no effect and ±100 for the full control effect; nearly all actives have a fitted effect of over 50% in size; many of its hits are not listed in these tables
Target sequence (Q6W5P4 whole entry, looked up): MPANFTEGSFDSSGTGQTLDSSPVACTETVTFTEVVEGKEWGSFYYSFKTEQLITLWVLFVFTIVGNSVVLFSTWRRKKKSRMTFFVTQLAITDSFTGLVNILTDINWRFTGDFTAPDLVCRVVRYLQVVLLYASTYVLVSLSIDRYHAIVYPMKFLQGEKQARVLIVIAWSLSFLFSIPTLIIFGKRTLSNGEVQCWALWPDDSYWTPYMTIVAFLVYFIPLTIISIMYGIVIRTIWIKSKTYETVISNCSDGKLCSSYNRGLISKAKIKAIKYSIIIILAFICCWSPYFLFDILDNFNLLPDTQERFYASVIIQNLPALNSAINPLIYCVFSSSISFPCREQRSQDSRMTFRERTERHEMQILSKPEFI
Numbers without * were called inactive; i = inactive; u = inconclusive; x = no result given; & = joins results of further samples; [ ] = dose if it differs, or a comment. Unless noted, calls come from the whole dose curve; as a rule, active = well fitted curve in the direction sought with a large enough effect; inconclusive = small, poorly fitted or top-dose-only effect, or another doubt; inactive = no such curve, though single readings can be large; an effect the other way counts as inactive or inconclusive. Potency is the fitted concentration of half-maximal effect. This is a subset; count on the stated rates, not on these rows.

cpd	Compound	IMPase Li inh	RECQ1 helicase	SMN2 splice up	JMJD2E inh	Luc counter	Epigenetic derep	RGS12 GoLoco inh	NPSR antag
1	CC(O)C(=O)N/N=C/c1cccc(Cl)c1Cl (stereo unspecified)	13%[38.3 µM]	4%	u	7%	2%	2.6%	-9%	15%[46.1 µM]
2	Cc1cc(-c2[nH]nc3c2C(c2ccsc2)C(C#N)=C(N)O3)c(C)s1 (stereo unspecified)	9%[38.3 µM]	-6%	8%	-23%	1%	-0.2%	11%	-21%[46.1 µM]
3	CCCCCC(=O)Nc1c(-c2cccs2)c(=O)c2ccccc2n1C	-10%[38.3 µM]	i	-5%	u	-1%	0.0%	5%	-11%[46.1 µM]
4	COc1ccc(C(=O)Oc2cccnc2)cc1OC	10%[38.3 µM]	-1%	-1%	u	-8%	-1.1%	-9%	-3%[46.1 µM]
5	S=C(Nc1cc(Cl)ccc1Cl)Nn1cnnc1	x	i	x	2%	x	0.0%	2%	15%
6	COC(=O)[C@@]1(Cc2ccc(OC)cc2)[C@H]2c3cc(C(=O)N(C)C)n(Cc4ccc(C)c(F)c4F)c3C[C@H]2CN1C(=O)c1ccccc1	16%	-21%	-42%[inhibitor]	-29%	-6%	2.5%	13%	x
7	O=C(Nc1ccccc1-c1nc2ccccc2[nH]1)c1sc2ccccc2c1Cl	0%	i	-6%	-10%	-3%	1.1%	23%	u
8	CCOc1ccccc1OCc1nn2c(COc3ccccc3)nnc2s1	10%	-15%	0%	4%	3%	0.0%	-6%	-19%[46.1 µM]
9	CCOC(=O)c1ccc(N2C(=O)c3n[nH]c(-c4ccco4)c3C2c2cccc([N+](=O)[O-])c2)cc1 (stereo unspecified)	18%	i	-19%	-5%	0%	-1.1%	2%	-49%
10	CCCCCCCCCCCCCc1ccco1	1%	i	-10%	-17%	-6%	2.7%	4%	x
11	CCC[C@@H]1C[C@@]1(CCC)C(NC(=O)OCc1ccccc1)c1ccc(-c2ccccc2)cc1 (stereo partly specified)	7%	4%	-45%[inhibitor]	-3%	-6%	3.1%	-6%	x
12	O=C(Nc1cc(Cl)cc(Cl)c1)c1cnn2cccnc12	34%[38.3 µM]	-13%	8%	0%	1%	-0.7%	42%[activator]	-9%[46.1 µM]
13	Cc1cn2c(N)c(/C=C3\C=Nc4ccccc43)c(=O)nc2s1	x	i	x	-27%	x	-1.7%	21%	-14%
14	COc1ccc(CC(=O)NC2CCN(Cc3nnnn3C(C)(C)C)CC2)cc1OC	25%[38.3 µM]	1%	u	-1%	0%	-1.0%	2%	-8%[46.1 µM]
15	COc1ccc(C(=O)NCCc2c[nH]c3ccccc23)cc1S(=O)(=O)N1CCOCC1	-8%[38.3 µM]	i	1%	0%	0%	-0.9%	4%	-9%[46.1 µM]
16	COC(=O)c1ccc[n+](CC(=O)c2ccc(Br)cc2)c1	8%	u	20%	-2%	0%	0.0%	3%	17%
17	CCOc1ccc(NC(=O)CSc2nnc(C34CC5CC(CC(C5)C3)C4)n2C)cc1	0%[38.3 µM]	-13%	-26%	4%	-6%	-3.0%	-14%	-11%[46.1 µM]
18	CC1(C)CC(=O)C(C(=O)Cc2ccccc2[N+](=O)[O-])C(=O)C1	-7%	-3%	14%	6%	3%	0.0%	7%	6%
19	O=C(N/N=C/c1ccccn1)c1ccccc1	14%	-2%	11µM*	-4%	-5%	-1.0%	4%	9%
20	Cc1nc2c3cc(Cl)ccc3n(CCN3CCOCC3)c2s1	x	-9%	x	1%	x	0.0%	1%	-14%
21	Nc1cc(C(=O)O)c(N)c2c1C(=O)c1ccccc1C2=O	x	-20%	x	u	x	-1.6%	-11%	3.2µM*
22	O=C(NNC1=NCCC1)C1CC1	5%	-10%	2%	-13%	-6%	-0.6%	6%	10%
23	CCCCn1c(NS(=O)(=O)c2ccccc2)c(S(=O)(=O)c2ccc(C)cc2)c2nc3ccccc3nc21	-9%	-6%	-33%[inhibitor]	u	4%	0.0%	0%	11%[46.1 µM]
24	Cc1ccc(S(=O)(=O)/C(C#N)=C/c2c(N3CCC(C(N)=O)CC3)nc3ccccn3c2=O)cc1	21%[38.3 µM]	18%	-41%[inhibitor]	4%	-2%	-5.8%	3%	-20%[46.1 µM]
25	O=C(OCc1cc2ccccc2[nH]c1=O)C1CCCO1 (stereo unspecified)	x	i	x	-18%	x	-10%	x	4%[46.1 µM]
26	O=C(NCc1ccncc1)C(=O)Nc1nc2ccccc2s1	7%	0%	x	-3%	0%	0.3%	6%	0%
27	CCCCOc1cccc(NC(=O)CSc2nccn2C)c1	28%[38.3 µM]	4%	-11%	-2%	-1%	0.0%	4%	23%[46.1 µM]
28	Cc1ccc(C(=O)NCCN2CCCC2)cc1	1%	2%	-18%	1%	3%	0.8%	0%	u
29	COc1cccc(-n2c(CNC(=O)OC(C)(C)C)n[nH]c2=S)c1	x	i	x	0%	x	0.8%	x	3%[46.1 µM]
30	CC1(C)C(c2ccccc2)=NC(c2ccccc2)N1O (stereo unspecified)	13%[38.3 µM]	-2%	-5%	-17%	0%	-0.9%	-14%	-10%[46.1 µM]
31	CN(C)c1ccc(/C=C/c2cc[n+](C)cc2)cc1	37%[activator][38.3 µM]	12%	-77%[inhibitor]	0%	-14%	11µM*	315%[activator]	u
32	CC(C)=Cc1oc2ccc([N+](=O)[O-])cc2c1N1CC(C)OC(C)C1 (stereo unspecified)	-3%	i	-6%	-4%	0%	0.9%	5%	-46%
33	Cc1ccc(-n2nnnc2SCc2nc3sc(C)c(C)c3c(=O)[nH]2)cc1	3%	0%	-6%[1.84 µM]	2%	0%	u	44%[activator]	5%
34	O=C(NCCN1CCCCC1)c1ccc(I)cc1	17%&20%	-14%	-6%	-1%	-1%	0.0%&-2.6%	-2%&-4%	x
35	NC(=O)c1nn(-c2cccc(Cl)c2)c(=O)cc1O	11%[38.3 µM]	i	-6%	-4%	0%	-1.1%	2%	-6%[46.1 µM]
36	O=C(Nc1ccc(Cl)cc1)N1CCN(c2ncccn2)CC1	-5%	i	10%	9%	-1%	0.1%	-2%	5%
37	Cc1ccc(-n2c([C@@H]3C[C@H]3c3ccccc3)n[nH]c2=S)cc1	-8%	7%	-4%	-8%	0%	-3.2%	-5%	-1%
38	CC(Oc1ccc(Cl)cc1Cl)C(=O)/C=C/N(C)C (stereo unspecified)	-4%[38.3 µM]	9%	-9%	-1%	-1%	-1.1%	3%	-8%[46.1 µM]
39	O=C(c1ccc(F)cc1)n1c(NCc2ccccc2)n[nH]c1=S	-2%	i	-8%	-3%	7%	-6.3%	12%	11%
40	Brc1cccc(/C=N/Nc2nn[nH]n2)c1	-8%	i	-24%	-8%	6%	0.1%	2%	15%
41	O=C(COC(=O)C1=COCCO1)Nc1cc(S(=O)(=O)N2CCCCC2)ccc1Cl	6%	i	-7%	15%	0%	-0.1%	10%	-9%
42	Cc1ccc(CNC(=O)C(=O)NCC2CCCO2)cc1 (stereo unspecified)	10%	0%	u	1%	6%	-0.8%	6%	u
43	COC(=O)C1C2C=CC3(CN(CCc4ccccc4)C(=O)C13)O2 (stereo unspecified)	3%	1%	u	-3%	9%	-0.3%	0%	-4%[46.1 µM]
44	O=C(Nc1ccc2ccccc2c1)N1CCN(c2ncccc2C(F)(F)F)CC1	x	-7%	x	2%	x	-1.0%	x	u
45	CC(C)COC(=O)NCC12C=CC(O1)C1C(=O)N(c3ccc(Cl)cc3)C(=O)C12 (stereo unspecified)	25%[38.3 µM]	-12%	-39%[inhibitor]	-2%	-2%	0.9%	42%[activator]	-2%[46.1 µM]
46	CCC(Sc1nc(-c2ccccc2)c(C#N)c(=O)[nH]1)C(=O)Nc1cc(C)on1 (stereo unspecified)	11µM*	15%	u	3%	3%	-1.0%	8%	u
47	CC(C)c1nc2oc3ccccc3c(=O)c2c(=O)n1-c1ccccc1	3%[38.3 µM]	i	u	1%	-4%	-2.3%	9%	u
48	CSCCC(NC(N)=O)C(=O)N(C)CC(=O)Nc1cc(C)ccc1C (stereo unspecified)	3%[38.3 µM]	-16%	-9%	0%	-1%	0.0%	-1%	-3%[46.1 µM]
49	CCOc1ccc2nc3c(cc2c1)CN(CCOC)C(=NC)S3	u	4%	-8%	u	1%	-0.8%	-6%	u
50	Cn1c(NC(=O)C[n+]2cc(-c3ccc(F)cc3)n3c2CCC3)cc(=O)n(C)c1=O	-3%	3%	1%	-2%	2%	0.0%	10%	21%
51	Cc1cccc2cc(C(c3nnnn3C(C)(C)C)N3CCN(C(=O)c4ccco4)CC3)c(=O)[nH]c12 (stereo unspecified)	15%[38.3 µM]	3%	-5%	-4%	2%	0.0%	6%	-10%[46.1 µM]
52	Cc1ccc(C(=O)O)cc1-c1ccc(/C=C2\SC(=O)N(CC(=O)Nc3ccccc3)C2=O)o1	8%	-17%	-3%	u	2%	-0.6%[10.1 µM]	15%	-10%
53	COc1nc(OCCNS(=O)(=O)c2ccc(C)cc2)nc(N(C)C)n1	x	i	x	10%	x	6.1%	1%	-7%
54	CCCOc1ccc([N+](=O)[O-])cc1C1NC(=S)NC(c2ccccc2)=C1C(=O)OCC (stereo unspecified)	-10%[38.3 µM]	i	1%	-2%	-1%	-0.9%	6%	-29%[46.1 µM]

Reprinted at random: 2 compounds from above.
cpd	Compound	IMPase Li inh	RECQ1 helicase	SMN2 splice up	JMJD2E inh	Luc counter	Epigenetic derep	RGS12 GoLoco inh	NPSR antag
48	CSCCC(NC(N)=O)C(=O)N(C)CC(=O)Nc1cc(C)ccc1C (stereo unspecified)	3%[38.3 µM]	-16%	-9%	0%	-1%	0.0%	-1%	-3%[46.1 µM]
40	Brc1cccc(/C=N/Nc2nn[nH]n2)c1	-8%	i	-24%	-8%	6%	0.1%	2%	15%
